# TEAD-YAP block – TEAD-YAP interaction inhibition, primary screen, TEAD-YAP interaction inhibitor project, luminescence, HEK-TIYL cells | TEAD-Gal4/YAP UAS-luciferase luminescence | inhibition, % at 9.12 µM | hit rate 1.4% among 640,000; in the data active = inhibition above about 32%;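 note: 0% = median of test compound wells and 100% = reference inhibitor wells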
# FBW7 act – FBW7 E3 ligase activators, primary screen, biochemical, AlphaScreen, human; F-box/WD repeat-containing protein 7 (Homo sapiens), Q969H0; AlphaScreen FBW7–phospho-cyclin E peptide binding, activator screen; normalized activity (activation), % at 26.1 µM; hit rate 0.13% among 650,000; AID 1259310, 2017; in the data active = normalized activity above about 1.9%;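 note: purified mutant Fbw7 with reduced substrate affinity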
# GPR151 ag – activators of human GPR151, primary screen, cell-based, PathHunter beta-arrestin, luminescence; G-protein coupled receptor 151 (Homo sapiens), Q8TDV0; PathHunter beta-arrestin GPR151 cells; activation, % at 11.2 µM; hit rate 1% among 650,000; in the data active = activation above about 4.9%;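 note: 0% = median of compound wells and 100% = cells with positive control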
# Target sequence (Q8TDV0 whole entry, looked up): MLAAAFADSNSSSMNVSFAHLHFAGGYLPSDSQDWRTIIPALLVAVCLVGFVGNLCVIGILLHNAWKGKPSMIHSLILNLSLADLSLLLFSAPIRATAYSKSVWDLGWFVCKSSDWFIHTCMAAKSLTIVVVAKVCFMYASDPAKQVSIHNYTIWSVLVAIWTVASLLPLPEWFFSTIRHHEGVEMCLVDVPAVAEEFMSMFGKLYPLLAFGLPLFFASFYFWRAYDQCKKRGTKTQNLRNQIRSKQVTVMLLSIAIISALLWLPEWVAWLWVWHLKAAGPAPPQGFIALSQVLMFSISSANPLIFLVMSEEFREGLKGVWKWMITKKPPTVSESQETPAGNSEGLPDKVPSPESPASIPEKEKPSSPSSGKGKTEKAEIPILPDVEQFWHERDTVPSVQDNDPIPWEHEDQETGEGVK
# MITF inh – MITF inhibitors, primary screen, biochemical, AlphaScreen, human. Microphthalmia-associated transcription factor (Homo sapiens), O75030. AlphaScreen MITF homodimerization, bead proximity signal. inhibition, % at 2.6 µM. hit rate 0.91% among 650,000. AID 1259374, 2018; in the data active = inhibition above about 50%;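 note: 0% = vehicle wells with protein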
# Target sequence (O75030 whole entry, looked up): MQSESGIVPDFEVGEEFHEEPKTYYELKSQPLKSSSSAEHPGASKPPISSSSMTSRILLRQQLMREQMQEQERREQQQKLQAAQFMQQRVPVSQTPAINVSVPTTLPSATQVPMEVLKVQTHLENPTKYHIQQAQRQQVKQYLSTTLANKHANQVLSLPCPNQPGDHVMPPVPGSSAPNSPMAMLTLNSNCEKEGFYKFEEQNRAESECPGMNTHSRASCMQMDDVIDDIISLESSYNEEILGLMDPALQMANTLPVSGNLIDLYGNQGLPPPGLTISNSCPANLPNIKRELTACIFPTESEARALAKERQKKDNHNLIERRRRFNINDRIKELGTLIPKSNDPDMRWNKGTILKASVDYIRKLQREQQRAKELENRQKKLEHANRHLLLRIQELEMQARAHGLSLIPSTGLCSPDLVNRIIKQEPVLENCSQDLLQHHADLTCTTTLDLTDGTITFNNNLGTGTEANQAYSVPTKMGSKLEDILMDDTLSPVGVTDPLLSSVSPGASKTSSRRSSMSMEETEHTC
# Active calls of the source: *.
SMILES,TEAD-YAP block,FBW7 act,GPR151 ag,MITF inh
Cc1ccoc1C(=O)N1CCC(CO)(Cc2ccccc2C(F)(F)F)CC1,-5,-0.1,0.7,-1
CN1CCN(C(=O)CCc2nnc(CCCc3ccccc3)o2)[C@@H](c2ccccc2)C1,-81,-0.1,-2.0,2
CC(=O)CCC(=O)N1CCC(n2c(C3CCC3)nc3cc(C(F)(F)F)ccc32)CC1,-8,-0.1,0.1,-1
O=C(c1nc2sccn2c1CN1CCCN(c2ncccn2)CC1)N1CCCCC1,10,0.2,-0.6,0
Cc1nnc(-c2ccc(OCC(=O)NCc3ccccc3)cc2)o1,0,0.2,0.0,-14
CCN(CC)c1ccc(C2N(S(=O)(=O)c3ccc(C)cc3)CCN2S(=O)(=O)c2ccc(C)cc2)cc1,-5,-0.2,-0.8,-2
Cc1cc(S(=O)(=O)NCCOC23CC4CC(CC(C4)C2)C3)ccc1F,1,0.4,-0.1,3
Cc1ccc(-c2noc(CCC(=O)N3CCCc4ccccc43)n2)cc1,-5,0.0,0.7,4
O=C1OC(c2cccc(I)c2)=N/C1=C\c1ccc(OCc2ccccc2)cc1,5,0.0,0.0,0
O=C1C(c2ccc(F)cc2)N(Cc2ccccc2)C(=O)CN1C1CCCC1 (stereo unspecified),-1,0.0,0.1,4
COC(=O)C1=C(C(=O)OC)SC2(S1)C(C(=O)OC)=C(C(=O)OC)SC1=C2c2ccc(C)cc2NC1(C)C,-2,0.6,-1.1,-4
COc1ccc(C2C(C#N)=C(N)N(c3cccc(C(F)(F)F)c3)C3=C2C(=O)CCC3)cc1 (stereo unspecified),3,-0.1,0.6,8

# Next results:
SMILES,TEAD-YAP block,FBW7 act,GPR151 ag,MITF inh
O=S(=O)(c1cc(F)ccc1F)N1CCOC(c2ccccc2)C1 (stereo unspecified),-6,0.3,-1.4,12
COCCNC(=S)NNc1ccccc1Cl,-2,-0.1,-1.3,4
CC1CN(C(=O)c2c(NC(=O)c3ccc(Cl)cc3)sc3c2CCC(C(C)(C)C)C3)CC(C)O1 (stereo unspecified),18,0.1,1.1,6
C1Cc2nnc3c4c(nnc(c24)C1)CCC3,8,-0.8,0.3,12
O=C1CN(S(=O)(=O)c2ccccc2)CC(=O)N1CCc1ccccc1,5,-0.1,0.8,-5
Cc1cc(C)nc(NC2=NCC(=O)N2c2ccc(-c3ccccc3)cc2)n1,1,0.0,0.1,12
Cc1ccc(N(CC(=O)NC(C)(C)C)C(=O)Cn2nnc(-c3ccc(C)o3)n2)cc1,7,-0.1,-0.1,3
COc1ccc(-c2cncc(C(=O)Nc3ccc(NC(C)=O)cc3)c2)cn1,-10,-0.1,-1.3,-3
CCCCCCOc1ccc(CNCCCOCC)cc1,-6,-0.1,0.0,30
COc1ccc(C(=O)NCCNC(C)=O)c(OC)c1OC,-5,-0.1,-0.2,10
O=c1cc(O)c2c(=O)n(Cc3ccccc3)c3ccccc3c2o1,2,0.7,-1.4,4
COc1ccc(CN2CCN(Cc3cccc(O)c3)CC2CCO)c(F)c1 (stereo unspecified),0,0.0,0.7,11

# (list continues)
SMILES,TEAD-YAP block,FBW7 act,GPR151 ag,MITF inh
O=C(O)c1ccc(-c2cc3ccccc3oc2=O)cc1,-53,0.2,-10.0,6
CCOc1ccc(NC(=O)C2C3C=CC4(CN(C(C(=O)OC)C(C)C)C(=O)C24)O3)cc1 (stereo unspecified),3,0.1,0.6,7
Cc1cc(C)cc(Oc2coc3c(CN4CCOCC4)c(O)ccc3c2=O)c1,2,0.0,2.2,6
CC(O)CC(=O)NNC(=O)Nc1ccccc1C(F)(F)F (stereo unspecified),2,0.2,-0.5,13
CN1CCC(CNC(=O)c2cccc(Cl)c2)CC1,1,0.1,-0.8,-2
Cc1ccc2[nH]c(=O)c(CCC(=O)O)c(C)c2c1,-5,0.1,-1.9,-5
CCOC(=O)c1ccc(NC(=O)CSc2ccc(-c3sc(C)nc3C)nn2)cc1,19,0.5,-0.8,12
COc1cc2c(NC(=O)CCC(=O)O)c(C(=O)O)n(CC(C)=O)c2cc1OC,4,-0.4,0.8,-2
O=C(NC1(O)C(=O)c2ccccc2C1=O)c1ccccc1,9,-0.2,4.2,10
COc1cccc(/C=C/c2nc(C#N)c(N3CCN(C(=O)c4cccc(C)c4)CC3)o2)c1,10,0.0,-0.6,2
CCOC(=O)C1=C(C)N=c2s/c(=C/c3ccc4cc(C)ccc4n3)c(=O)n2C1c1ccc(N(C)C)cc1 (stereo unspecified),-1,0.0,0.0,0
O=C(CN(CC1CCCO1)C(=O)CCC(=O)Nc1nccs1)NCC1CCCO1 (stereo unspecified),3,1.5,-0.1,1

# Next compounds
SMILES,TEAD-YAP block,FBW7 act,GPR151 ag,MITF inh
O=C(O)c1ccc(OS(=O)(=O)c2ccc3c(c2)OCCO3)cc1,0,0.0,-0.8,-2
CCOc1ccc(C(=O)OCC(=O)c2c[nH]c3ccccc23)cc1,5,-0.3,-0.3,6
CC(CNC1CCN(c2cccc(NC(=O)CC3CCCC3)c2)CC1)Oc1cccnc1 (stereo unspecified),-3,0.2,-0.4,9
O=C1CN(c2nc(-c3ccc(Cl)cc3)cs2)CCN1,-14,0.0,0.4,5
Cc1ccc(CN2C(=O)c3cccnc3C2=O)cc1,7,-0.2,0.2,5
COc1ccccc1CN(C1CCCC1)S(=O)(=O)c1ccc(-n2cnnn2)cc1,6,-0.2,-0.1,11
O=C(CNC(=O)c1ccccc1Br)N/N=C\c1ccccc1,1,0.5,-0.6,-10
COc1ccc2c(c1)COC1(CCN(C(=O)Nc3ccccc3C)CC1)O2,-2,0.2,0.2,2
NC(=O)C1CCN(CC(O)COc2ccc(-c3ccccc3)cc2)CC1 (stereo unspecified),5,0.0,-0.5,-1
N#C/C(=C/c1ccc(OCC(=O)O)cc1)c1ccc(Cl)cc1,14,0.0,-0.9,4
Cc1c(-c2ccc(Cl)cc2Cl)nc2ccccc2c1C(=O)N1CCN(c2ccc([N+](=O)[O-])cc2)CC1,1,0.1,0.1,2
CN(Cc1ccccc1)c1cc(-c2ccncc2)nc(-c2ccccn2)n1,0,-0.1,0.4,3

# Reformatted with each value named: part of the list above
CC(CNC1CCN(c2cccc(NC(=O)CC3CCCC3)c2)CC1)Oc1cccnc1 (stereo unspecified)
  TEAD-YAP block = -3; FBW7 act = 0.2; GPR151 ag = -0.4; MITF inh = 9
O=C1CN(c2nc(-c3ccc(Cl)cc3)cs2)CCN1
  TEAD-YAP block = -14; FBW7 act = 0.0; GPR151 ag = 0.4; MITF inh = 5

# Other structures
SMILES,TEAD-YAP block,FBW7 act,GPR151 ag,MITF inh
O=C(NCCc1ccccn1)C1CC12CCN(C(=O)C1(c3ccccc3)CCCCC1)CC2 (stereo unspecified),13,0.1,0.9,-6
COc1ccc(C(=O)N/C(=C/c2ccc(Cl)cc2)C(=O)NC(CC(C)C)C(=O)O)cc1 (stereo unspecified),10,0.0,-0.1,-11
COc1ccc(Cl)cc1C(=O)N1CCN(c2ccccc2F)CC1,34*,-0.1,3.7,0
COCCNC(=S)Nc1ccc2nccnc2c1,-14,-0.4,-0.6,7
O=C(/C=C/c1ccccc1)OCn1cncn1,2,-0.1,1.4,1
CC(NC(=O)C1CCN(C(=O)N2CCOc3ccc(Cl)cc32)CC1)c1ccccc1 (stereo unspecified),4,-0.1,-0.6,-2
CCc1nnc(NC(=O)CN2CCN(c3ccc(C(C)=O)cc3)CC2)s1,32*,0.0,-1.0,-9
COc1ccc(S(=O)(=O)NC(CC(=O)N(C)Cc2ccccc2)c2ccco2)cc1 (stereo unspecified),-4,0.2,-1.0,20
Cc1cccc(-c2noc(CNC(=O)CC(C)(C)C)n2)c1,-9,0.0,1.4,-4
N#Cc1c(NC(=O)c2cncc(Br)c2)sc2c1CCCC2,6,0.0,3.2,-6
Cc1nccn1CCOc1ccc(Cl)cc1,-18,0.2,-0.7,63*
O=C(NCCN1CCOCC1)C1CCC(Cn2c(=S)[nH]c3ccccc3c2=O)CC1 (stereo unspecified),-4,0.2,-0.2,1

# As entered above.
# C1Cc2nnc3c4c(nnc(c24)C1)CCC3 in GPR151 ag: 0.3
# COc1cccc(/C=C/c2nc(C#N)c(N3CCN(C(=O)c4cccc(C)c4)CC3)o2)c1 in FBW7 act: 0.0

# The list continues.
SMILES,TEAD-YAP block,FBW7 act,GPR151 ag,MITF inh
O=[N+]([O-])c1ccc(CN2CCN(c3ccc(Cl)cc3)CC2)o1,7,0.6,3.8,59*
Cc1ccc(-c2nnc3ccc(SCC(=O)NCc4ccccc4)nn23)cc1,5,0.0,-0.2,2
COc1nc(NCCc2ccc(O)cc2)nc(Nc2ccccn2)n1,-1,-0.2,1.0,-13
COc1ccc(NC(=O)CN2C(=O)C3C4CCC(C4)C3C2=O)c2ncccc12 (stereo unspecified),5,-0.2,-0.2,1
Cc1cc(N2CCN(c3ccccc3F)CC2)n2nc(C)nc2n1,4,-0.1,-0.7,0
O=C(O)CS(=O)c1ccccc1C(=O)O (stereo unspecified),-5,-0.1,0.1,2
COCc1cc(CN2CCN(CCCc3ccccc3)C(CCO)C2)ccc1OC (stereo unspecified),9,-0.1,-0.2,11
O=C(COc1ccccc1Cl)N/N=C\C=N/NC(=O)COc1ccccc1Cl,-3,0.4,12*,0
COc1cc(OC)nc(CN2CCN(C(=O)c3ccc(C(C)(C)C)cc3)CC2)n1,-4,-0.2,1.7,-2
CS(=O)CSc1nc2c(cc1C#N)CCCC2 (stereo unspecified),-3,0.3,-1.2,18
COc1ccccc1C(=O)Nc1ccc(S(=O)(=O)NC2CCCCC2)cc1,15,-0.1,0.8,1
COc1ccc(NC(=O)N(CCCO)Cc2cc3cccc(C)c3[nH]c2=O)cc1,-3,0.1,-0.4,4

# Remaining list, next part.
SMILES,TEAD-YAP block,FBW7 act,GPR151 ag,MITF inh
COC(CNC(=O)CN1CCN(Cc2ccc(F)cc2Cl)C1=O)OC,-4,0.2,-0.2,0
Cc1ccc(C(c2sc3ncnn3c2O)N2CCCCC2)cc1 (stereo unspecified),-9,0.2,0.4,18
Cc1cc2nnc(SCC(=O)N3CCc4ccccc4C3)n2c(N)n1,1,0.1,-0.4,6
COc1ccc(NC(=O)NC2(C(=O)N3CCOCC3)CCCCC2)cc1,-10,0.1,-0.6,-14
CN1CCN(Cn2c(=S)n(CN3CCN(C)CC3)c3ccccc32)CC1,1,0.1,0.4,16
COc1ccc(CC(=O)Nc2nc(-c3ccc(Cl)cc3)cs2)cc1,1,0.1,0.8,9
Fc1ccccc1/C=N/n1c(COc2ccccc2)n[nH]c1=S,1,0.0,-2.4,6
O=C(COc1cccc2ccccc12)NCc1ccncc1,10,-0.1,1.5,17
S=C(NC1CCCCC1)c1ccc2c(c1)OCO2,-18,0.1,0.5,18
O=C(NCCS(=O)(=O)N1CCN(c2ccccn2)CC1)c1cc2ccccc2o1,2,-0.4,0.6,-7
COc1ccc(C2C(C(=O)Nc3cccc(C(F)(F)F)c3)c3ccccc3C(=O)N2C2CCCCC2)cc1 (stereo unspecified),0,0.1,0.3,1
CC(C)NC(=O)c1ccc(N(C)S(=O)(=O)c2ccccc2)cc1,0,0.3,-0.1,4

# Next results follow.
SMILES,TEAD-YAP block,FBW7 act,GPR151 ag,MITF inh
COc1cccc(CN2CCN(Cc3nc(-c4ccccc4)cs3)CC2CCO)c1 (stereo unspecified),9,0.0,-0.2,2
Cn1c(-c2ccc(=O)[nH]c2)nc2ccccc21,21,0.3,-2.0,25
O=C(Nc1ccc(-c2cnc(-c3ccc(NC(=O)C(F)(F)F)cc3)nc2)cc1)C(F)(F)F,-13,0.1,0.9,9
CCc1ccc(C2CC(c3ccc(OC)c(OC)c3OC)n3ncnc3N2)cc1 (stereo unspecified),4,-0.2,-0.8,-7
COc1cccc(CN2CCc3nc4ncc(C(F)(F)F)cc4cc3C2)c1,-2,0.0,3.2,12
CCCc1cc(N2CCCC(C(N)=O)C2)nc(-c2ccccc2)n1 (stereo unspecified),-1,0.0,-0.2,-14
CCOc1cccc(C(=O)Nc2nn3c(C)nnc3s2)c1,-6,0.2,-1.6,0
COc1ccc(/C=C2\N=C(c3cccs3)OC2=O)c(OC)c1,5,-0.1,-0.2,-9
Cc1nonc1CN(C)C(=O)c1cc(C(c2ccccc2)c2ccccc2)no1,-37,0.6,-0.6,26
CCN1C(=O)CC(CC(=O)N2CCCN(c3ncccn3)CC2)(c2ccccc2C)C1=O (stereo unspecified),10,0.3,2.5,11
COc1ccc2occ(C(=O)c3ccccc3C)c(=O)c2c1,1,0.0,-0.5,4
COc1ccc(C(=O)NCCc2nnc3n2CCN(Cc2ccc(C)cc2C)CC3)cc1,4,-0.2,1.0,3
CC(C)C(=O)Nc1ccc(Cl)cc1[N+](=O)[O-],0,-0.2,0.6,2

# Some of the entries so far, as labelled records.
Cn1c(-c2ccc(=O)[nH]c2)nc2ccccc21
  TEAD-YAP block: 21	FBW7 act: 0.3	GPR151 ag: -2.0	MITF inh: 25

O=C(Nc1ccc(-c2cnc(-c3ccc(NC(=O)C(F)(F)F)cc3)nc2)cc1)C(F)(F)F
  TEAD-YAP block: -13	FBW7 act: 0.1	GPR151 ag: 0.9	MITF inh: 9

CCc1ccc(C2CC(c3ccc(OC)c(OC)c3OC)n3ncnc3N2)cc1 (stereo unspecified)
  TEAD-YAP block: 4	FBW7 act: -0.2	GPR151 ag: -0.8	MITF inh: -7

COc1cccc(CN2CCc3nc4ncc(C(F)(F)F)cc4cc3C2)c1
  TEAD-YAP block: -2	FBW7 act: 0.0	GPR151 ag: 3.2	MITF inh: 12

# Source: PubChem (The Scripps Research Institute Molecular Screening Center)
